U2OS ROS induce – inducers of reactive oxygen species in cancer cells | U2OS ROS induction, H2DCF-DA fluorescence | ROS induction (% of piperlongumine), % at 10 µM | 2% of 46,000 active | AID 624156; in the data active = ROS induction above about 79%, passing the limit was not always enough; inconclusive = no clear call, values can overlap the other calls;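 note: 0% = DMSO vehicle median and 100% = reference compound median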
Starred values were filed as active, the others as inactive; ? = inconclusive. Not all compounds are listed (hit frequency here may not be typical).

molecule | U2OS ROS induce
C[C@@H]1CN([C@@H](C)CO)C(=O)c2cc(NC(=O)Nc3ccc(C(F)(F)F)cc3)ccc2O[C@@H]1CN(C)S(=O)(=O)c1cccs1 | 13
COc1ccc(S(=O)(=O)N(C)C[C@@H]2Oc3ccc(NC(=O)c4ccncc4)cc3C(=O)N([C@@H](C)CO)C[C@H]2C)cc1 | 9
CNC[C@@H]1Oc2c(NS(=O)(=O)c3cccs3)cccc2C(=O)N([C@@H](C)CO)C[C@H]1C | 4
C[C@H](CO)N1C[C@H](C)[C@@H](CN(C)S(=O)(=O)c2ccc(-c3ccccc3)cc2)OCc2cn(nn2)CCCC1=O | -7
C[C@H](CO)N1C[C@H](C)[C@H](CN(C)C(=O)NC2CCCCC2)Oc2ncc(Br)cc2C1=O | 4
O=C(CCSCc1ccccc1Cl)NC1CCCCC1 | -8
C[C@@H]1CN([C@H](C)CO)C(=O)Cc2cc(NC(=O)Nc3ccc4c(c3)OCO4)ccc2O[C@H]1CN(C)Cc1ccncc1 | -7
CC(=O)Nc1nnc(-c2c(-c3c(Cl)cccc3Cl)noc2C)o1 | 4
Cc1ccc2cc(S(=O)(=O)NCCCC(=O)O)ccc2c1 | -9
Cc1ccc2oc(-c3ccc(Cl)c(NC(=O)COc4ccc(C)c(C)c4)c3)nc2c1 | 2
Cc1ccc(S(=O)(=O)N2CCCC2C(=O)NCCO)cc1 (stereo unspecified) | -4
O=C(O)c1ccc2ccccc2c1Br | -1
COc1ccccc1NC(=O)N(C)C[C@H]1OCc2cnnn2CCCC(=O)N([C@@H](C)CO)C[C@H]1C | -4
Cc1cc(F)ccc1S(=O)(=O)NCC1CC2CCC1C2 (stereo unspecified) | -10
Cc1ccc(-n2cc(-c3ccccc3)nc2SCC(=O)NCCc2ccccc2)cc1 | 31
CCN(CC)CCN=Cc1c(O)n(-c2ccccc2C)c(=O)[nH]c1=O | -5

2 records picked at random from the list so far, as already listed:
molecule | U2OS ROS induce
COc1ccccc1NC(=O)N(C)C[C@H]1OCc2cnnn2CCCC(=O)N([C@@H](C)CO)C[C@H]1C | -4
Cc1ccc(S(=O)(=O)N2CCCC2C(=O)NCCO)cc1 (stereo unspecified) | -4

Other records follow:
molecule | U2OS ROS induce
Cn1c(=O)c2c(nc(NCCN)n2Cc2ccc(Cl)cc2)n(C)c1=O | 8
COc1ccc(NC(=O)Nc2ccc3c(c2)C(=O)N([C@@H](C)CO)C[C@@H](C)[C@@H](CN(C)Cc2ccc(-c4ccccc4)cc2)O3)cc1 | 22
Cc1ccc(CN(C)C[C@@H]2OCc3cnnn3CCCC(=O)N([C@H](C)CO)C[C@H]2C)cc1 | -1
CC(C)(C)NC(=O)N1CCN(c2cc(C(F)(F)F)ccn2)CC1 | -10
C[C@@H]1CCCCO[C@@H](CN(C)Cc2ccc3c(c2)OCO3)[C@@H](C)CN([C@H](C)CO)C(=O)c2cc(NS(=O)(=O)c3cccs3)ccc2O1 | 35
CC(C)NC(=O)c1ccccc1CCc1ccccc1 | 4
COc1ccc(S(=O)(=O)Nc2cccc3c2O[C@H](CN(C)Cc2ccc(C(=O)O)cc2)[C@H](C)CN([C@H](C)CO)C3=O)cc1 | -5
COc1ccc(S(=O)(=O)NCc2ccccn2)cc1Cl | -14

Two of these compounds, set out differently.
Cc1ccc(CN(C)C[C@@H]2OCc3cnnn3CCCC(=O)N([C@H](C)CO)C[C@H]2C)cc1
- U2OS ROS induce: -1

CC(C)(C)NC(=O)N1CCN(c2cc(C(F)(F)F)ccn2)CC1
- U2OS ROS induce: -10

Carrying on:
molecule | U2OS ROS induce
C[C@H]1CN([C@@H](C)CO)C(=O)c2cc(NC(=O)CCC(F)(F)F)ccc2O[C@H]1CN(C)C | -10
Cc1ccc(S(=O)(=O)Nc2cccc3c2O[C@@H](CN(C)S(=O)(=O)c2ccc(F)cc2)[C@@H](C)CN([C@@H](C)CO)C3=O)cc1 | -3
O=C(CCn1cccc(C(F)(F)F)c1=O)Nc1cccc(C(F)(F)F)c1 | -16
C[C@H]1CN([C@@H](C)CO)C(=O)c2cc(NC(=O)Nc3cccc4ccccc34)ccc2O[C@H]1CN(C)Cc1ccccc1 | 16
O=S1(=O)CCC(N(S(=O)(=O)c2ccc(F)cc2)S(=O)(=O)c2ccc(Cl)cc2)C1 (stereo unspecified) | 6
O=C(O)CCCCCC(=O)N/N=C/c1cc(O)ccc1Br | 59
COc1ccc(NC(=O)Nc2ccc(OC)c(OC3CCCC3)c2)cc1OC1CCCC1 | 3
NC(=O)[C@@H]1[C@H]2C(=O)O[C@H](c3ccccc3)[C@H](c3ccccc3)N2[C@H](c2ccccc2OCCO)[C@@]12C(=O)Nc1ccc(C#CC3(O)CCCCCC3)cc12 | 17
COc1ccc(S(=O)(=O)N2Cc3ccccc3CC2C(=O)Nc2ccc(C)cc2C)cc1OC (stereo unspecified) | 13
O=C(CN1C(=O)C2(OCCCO2)c2ccccc21)NCCc1ccccc1 | -9
C=CCn1c(SCC(=O)O)nnc1-c1ccc2c(c1)OCO2 | -6
C[C@@H]1CN([C@H](C)CO)C(=O)c2cccc(NC(=O)Nc3ccc4c(c3)OCO4)c2O[C@@H]1CN(C)Cc1ccc(C(=O)Nc2ccccc2N)cc1 | 3
COc1ccc([N+](=O)[O-])cc1NC(=O)C(C)N(c1ccccc1)S(C)(=O)=O (stereo unspecified) | 9
COc1ccc(S(=O)(=O)Nc2ccc3c(c2)C(=O)N([C@H](C)CO)C[C@@H](C)[C@H](CN(C)C(=O)Nc2ccccc2)O3)cc1 | -12
Cc1ccc(S(=O)(=O)N(C)C[C@@H]2Oc3ccc(NS(=O)(=O)c4ccc(F)cc4)cc3CC(=O)N([C@@H](C)CO)C[C@@H]2C)cc1 | 16
CC(=O)Nc1cccc(-c2nn3c(C)nnc3s2)c1 | 26
C[C@@H]1CN([C@H](C)CO)C(=O)c2cc(NC(=O)NC3CCCCC3)ccc2O[C@@H]1CN(C)S(=O)(=O)c1ccccc1 | -1
CC(C)NC(=O)Nc1ccc2c(c1)C(=O)N([C@H](C)CO)C[C@H](C)[C@H](CN(C)S(=O)(=O)c1ccccc1)O2 | -10
O=C(NO)c1cccc(C(=O)N/N=C/c2ccc[nH]2)c1 | 15
COc1cc2c(cc1OC)C(COc1cc(C)cc(C)c1)N(C(=O)Cc1cccs1)CC2 (stereo unspecified) | 25
O=C(CSc1nc2ccccc2c(=O)n1-c1ccc(Cl)cc1)Nc1ccc(Cl)c(Cl)c1 | -4
Cc1sc2ncnc(SCC(=O)Nc3ccc(F)cc3)c2c1C | -20
C=CC(=O)c1ccc2ccccc2c1 | -6
C[C@@H]1CN([C@@H](C)CO)C(=O)c2cccc(NS(=O)(=O)c3cn(C)cn3)c2O[C@@H]1CN(C)Cc1ccc(-c2ccccc2)cc1 | 2
CCN(CC)C(=O)Nc1ccc(OC)cc1 | 6
COc1ccc(OCC(O)CNC(=O)c2ccccc2C(=O)O)cc1 (stereo unspecified) | 21
CC(C)(C)NC(=O)Nc1ccc(Cl)cc1 | 4
CC1(C)COC(CCC/C=N/NC(=O)c2cccc(C(=O)NO)c2)OC1 | 2
C[C@H](CO)N1C[C@H](C)[C@H](CN(C)S(=O)(=O)c2ccccc2F)OCc2cnnn2CCCC1=O | 16
CCN(CC(=O)Nc1cc(Cl)ccc1OC)S(=O)(=O)c1ccc(C)cc1 | -2
Cc1ccc(S(=O)(=O)Nc2ccc3c(c2)C(=O)N([C@H](C)CO)C[C@H](C)[C@@H](CN(C)Cc2ccc(C(F)(F)F)cc2)O3)cc1 | 56
COc1ccc(/C=N/NC(=O)c2ccccc2O)cc1 | -4
C[C@H]1CN([C@@H](C)CO)C(=O)CCCn2cc(nn2)CO[C@@H]1CN(C)C(=O)CCCN(C)C | 11
CC(=O)c1cccc(-n2c(CCC(=O)O)ccc2-c2ccc(C)cc2)c1 | 30
CCOc1cccc(/C=N/NC(=O)c2cccc(C(=O)NO)c2)c1OCC | -2
CS(=O)(=O)N(CC(=O)Nc1cc(Cl)ccc1Oc1ccccc1)c1ccccc1F | 16
Fc1ccc(CSc2nnc(SCc3ccccc3)s2)cc1 | 7
COc1ccc(S(=O)(=O)Nc2ccc3c(c2)C(=O)N([C@@H](C)CO)C[C@H](C)[C@H](CN(C)Cc2ccc(Oc4ccccc4)cc2)O3)cc1 | 19
C[C@H](CO)N1C[C@H](C)[C@H](CN(C)C(=O)Nc2ccc(C(F)(F)F)cc2)Oc2ccc(NS(=O)(=O)c3ccccc3)cc2C1=O | 73
C[C@H](CO)N1C[C@H](C)[C@@H](CN(C)Cc2ccc3c(c2)OCO3)Oc2c(NC(=O)c3ccncc3)cccc2C1=O | 22

New compounds follow:
Molecule | U2OS ROS induce
O=C(Nc1ccc2[nH]ccc2c1)c1ccc(F)cc1 | -9
C[C@@H]1CN([C@H](C)CO)C(=O)c2cccc(NC(=O)C3CC3)c2O[C@H]1CN(C)Cc1ccc(C(=O)O)cc1 | -2
CC(=O)c1cccc(N(CC(=O)N2CCCC2)S(C)(=O)=O)c1 | -6
COc1cc(NC(=O)COc2ccc(Br)cc2)ccc1NC(=O)c1ccco1 | 1
COc1ccc(NC(=O)CN2CCN(S(=O)(=O)c3ccc(Cl)cc3)CC2)cc1 | 3
COc1ccc(CN2CCN(Cc3cccc(OC)c3OC)CC2)c(OC)c1 | 3
C[C@H]1CN([C@@H](C)CO)C(=O)Cc2cc(NS(=O)(=O)c3cn(C)cn3)ccc2O[C@H]1CN(C)Cc1ccc(C(F)(F)F)cc1 | -9
Cc1cccc(N2CCN(CCNC(=O)c3ccc4nc(N5CCOCC5)sc4c3)CC2)c1C | 0
Cc1nn(-c2ccccc2)nc1CNC(=O)c1cc(F)cc2c1OCOC2 | 12
C=C[C@](C)(CC/C=C(\C)CC[C@H](O)C(C)(C)O)O[C@@H]1O[C@H](CO)[C@@H](O)[C@H](O)[C@H]1O | -7
O=C(NC1CCCCCC1)c1ccc2c(c1)OCO2 | 9
CC(C)(C)c1cc(C(=O)NCc2ccc(C#N)cc2)n(Cc2ccccc2)n1 | 23
Cc1nc2c(c(C)nn2C)c(C)c1CCC(=O)N1CCC(C)CC1 | -8
C=CC1CN(C=O)CCC1CCC(=O)c1ccnc2ccccc12 (stereo unspecified) | 23
COc1ccc(S(=O)(=O)N(C)CC(=O)Nc2ccc(Cl)c(Cl)c2)cc1 | 7

Some of these compounds in order of heavy-atom count, falling.
Molecule | U2OS ROS induce
COc1ccc(NC(=O)CN2CCN(S(=O)(=O)c3ccc(Cl)cc3)CC2)cc1 | 3
Cc1nn(-c2ccccc2)nc1CNC(=O)c1cc(F)cc2c1OCOC2 | 12
COc1ccc(S(=O)(=O)N(C)CC(=O)Nc2ccc(Cl)c(Cl)c2)cc1 | 7

Continued:
Molecule | U2OS ROS induce
FC(F)(F)c1ccccc1-c1ncc(-c2ccccc2)o1 | -3
CCS(=O)(=O)n1nc(-c2ccccc2)nc1NCc1ccco1 | 1
C[C@@H]1CN([C@H](C)CO)C(=O)c2cccc(NC(=O)Nc3ccc4c(c3)OCO4)c2O[C@H]1CN(C)C(=O)Nc1ccc2c(c1)OCO2 | 4
CC(C)(C)OC(=O)NC1(/C=N/NC(=O)CCCCCC(=O)Nc2ccccc2O)CCCC1 | 16
O=C(N/N=C/c1ccc(-c2ccccc2)cc1)c1ccccc1O | 4
COc1ccc(NC(=O)N(C)C[C@@H]2Oc3c(NC(=O)c4nc5ccccc5s4)cccc3C(=O)N([C@H](C)CO)C[C@H]2C)cc1 | 7
CCN(CC)S(=O)(=O)c1ccc(NC(=O)c2ccccc2Cl)cc1 | -1
CCn1c(SCC(=O)Nc2sc3c(c2C#N)CCCC3)nnc1-c1ccco1 | 2
CN(Cc1ccccc1)C(=O)CN(C)S(=O)(=O)c1ccc2c(c1)C(C)(C)C(=O)N2C | 18
Cc1noc(C)c1NC(=O)Nc1ccc2c(c1)CC(=O)N([C@@H](C)CO)C[C@@H](C)[C@@H](CN(C)Cc1ccc(C(=O)Nc3ccccc3N)cc1)O2 | -3
COc1ccc(OC)c2c(=O)cc(C(=O)O)oc12 | 7
O=C(Cn1c(=O)oc2ccccc21)Nc1ccc2c(c1)oc1ccccc12 | -4
C[C@H](CO)N1C[C@H](C)[C@H](CN(C)Cc2ccc(Oc3ccccc3)cc2)Oc2ccc(NC(=O)C3CCCCC3)cc2CC1=O | 28
CNC(=O)C1=NCCCc2cc(OC)c(OC)cc21 | -11
C[C@@H]1CN([C@H](C)CO)C(=O)c2cccc(NC(=O)C3CCCCC3)c2O[C@@H]1CN(C)C(=O)Nc1cccc2ccccc12 | 1
COC(=O)Cn1nnc(-c2nnn(COC(C)=O)c2-c2ccccc2)c1-c1ccccc1 | -11
Clc1ccc(-c2nn3c(-c4ccco4)nnc3c3ccccc23)cc1 | 3
Cc1ccc(S(=O)(=O)CCSc2nc(C3CC3)cc(C(F)(F)F)c2C#N)cc1 | 58
Cc1ccc2c(Sc3ccc(Cl)cc3)c(C(=O)NCCN3CCOCC3)[nH]c2c1 | 14
COc1ccc(CN(C)C[C@H]2Oc3c(NC(=O)c4cc(C)nn4C)cccc3C(=O)N([C@@H](C)CO)C[C@@H]2C)cc1 | 6
O=C(CSc1n[nH]c(-c2ccc(Cl)cc2Cl)n1)Nc1ccc(I)cc1 | 13
N#CN=C(N)c1sc2nc3c(cc2c1N)CCCCC3 | 47
CC(C)NC(=O)Nc1ccc2c(c1)C(=O)N([C@H](C)CO)C[C@@H](C)[C@H](CN(C)S(=O)(=O)c1cn(C)cn1)O2 | 2
CCOC(=O)c1ccc(NC(=O)Cn2nc(C)c([N+](=O)[O-])c2C)cc1 | -2
C/C(=N\N)c1c(C)cc(C)[nH]c1=O | -6
COc1ccc2nc(Nc3nc(C)c(CCC(C)C)c(=O)[nH]3)nc(C)c2c1 | ?
CC(=O)NC(c1cccc([N+](=O)[O-])c1)c1c(O)ccc2ccccc12 (stereo unspecified) | -14
Cc1ccc(S(=O)(=O)N(C)C[C@@H]2Oc3c(NC(=O)C4CCCCC4)cccc3C(=O)N([C@H](C)CO)C[C@H]2C)cc1 | 2
C[C@@H]1CCCCO[C@H](CN(C)Cc2ccc(C(=O)O)cc2)[C@@H](C)CN([C@H](C)CO)C(=O)c2cc(NS(=O)(=O)c3ccccc3)ccc2O1 | 0

Structures from the list above containing a nitro group on carbon (3):
Molecule | U2OS ROS induce
COc1ccc([N+](=O)[O-])cc1NC(=O)C(C)N(c1ccccc1)S(C)(=O)=O (stereo unspecified) | 9
CCOC(=O)c1ccc(NC(=O)Cn2nc(C)c([N+](=O)[O-])c2C)cc1 | -2
CC(=O)NC(c1cccc([N+](=O)[O-])c1)c1c(O)ccc2ccccc12 (stereo unspecified) | -14

From PubChem
